# PP5 inh = inhibitors of human protein phosphatase 5 (PP5). purified PP5c, OMFP substrate fluorescence. inhibition, % at 6.7 µM. 320,000 compounds, 0.18% hits. AID 1987;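 active = inhibition above the campaign's mean inhibition across all tested compounds plus 3 SD, cut at about 9.5% in these data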;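 also: 0% = DMSO only and 100% = 100 µM cantharidin control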
# proCasp7 act = counter-screen: procaspase-7 (human) activation; P55210; activation, % at 8.5 µM; recombinant procaspase-7, Ac-DEVD-pNA absorbance 405 nm; D23A/D198A/D206A triple mutant, cannot self-cleave; scale: DMSO 0, 5 µM enzyme 100; 330,000 compounds, 0.093% hits; AID 463210;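 active = percent activation above the screen-wide mean plus 3 SD, cut at about 25% in these data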
#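 Assay system: Uncleavable procaspase-7 mutant enzyme | Input: 2 µM procaspase-7 mutant as dispensed | Timing: 1 h compound preincubation, 2 h substrate cleavage, 25 °C | Repeats: One well per compound | Control set: DMSO wells as 0%, DMSO with 5 µM added PC-7 as 100% | Technique: Epi-absorbance of released pNA at 405 nm, two timepoints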
# PP1 inh = blocks human PP1-alpha phosphatase, a PP5 counter-screen; P62136; purified PP1alpha, OMFP fluorescence; inhibition, % at 6.7 µM; 320,000 compounds, 0.9% hits; AID 2235;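 active = inhibition above the mean inhibition of all tested compounds plus 3 SD, computed separately for each screening campaign, cut at about 15% in these data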
# PAFAH2 FP inh = PAFAH2 (human) inhibition | Q99487 | recombinant PAFAH2, FP-rhodamine activity probe, fluorescence polarization | inhibition, % at 3.39 µM | 340,000 compounds, 0.99% hits;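 active = inhibition above the mean over all tested compounds plus 3 SD, cut at about 30% in these data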;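 also: inhibitors block probe labeling of enzyme so polarization drops; 0% = enzyme with DMSO and 100% = wells lacking PAFAH2 protein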
# procasp3 activ = activates human procaspase-3; 330,000 compounds, 0.11% hits; recombinant procaspase-3 D3A, Ac-DEVD-pNA absorbance 405 nm; activation, % at 8.5 µM; P42574; AID 463141;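 active = activation above the mean of all tested compounds plus 3 SD, cut at about 21% in these data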;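 also: 0% = DMSO alone and 100% = DMSO wells spiked with extra 5 µM PC-3 D3A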
# Target sequence (P42574 whole entry D9A/D28A/D175A): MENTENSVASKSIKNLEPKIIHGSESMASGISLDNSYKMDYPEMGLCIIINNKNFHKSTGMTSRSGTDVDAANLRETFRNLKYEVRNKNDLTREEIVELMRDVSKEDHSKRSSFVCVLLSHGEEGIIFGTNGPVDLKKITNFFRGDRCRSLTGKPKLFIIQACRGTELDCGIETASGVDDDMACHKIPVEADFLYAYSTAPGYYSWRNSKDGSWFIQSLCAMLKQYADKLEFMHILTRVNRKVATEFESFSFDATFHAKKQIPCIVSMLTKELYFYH
#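 Assay system – Procaspase-3 D3A mutant · Benchmarks – DMSO low control, extra-enzyme high control · Technique – 405 nm absorbance of p-nitroaniline, reads at 0 and 120 min · Doses – 8.5 µM nominal · Measure – % activation between DMSO and enzyme-spiked controls · Also added – Ac-DEVD-pNA chromogenic peptide substrate · Schedule – 1 h compound preincubation, 2 h substrate hydrolysis at 25 °C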
# AHR act = activators of human aryl hydrocarbon receptor. activation, % at 5 µM. AHR-responsive luciferase reporter cells, luminescence. P35869. 320,000 compounds, 2.5% hits. AID 2796; in the data active = activation above about 47%;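 also: 0% = vehicle wells and 100% = reference agonist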
# Target sequence (P35869 whole entry, looked up): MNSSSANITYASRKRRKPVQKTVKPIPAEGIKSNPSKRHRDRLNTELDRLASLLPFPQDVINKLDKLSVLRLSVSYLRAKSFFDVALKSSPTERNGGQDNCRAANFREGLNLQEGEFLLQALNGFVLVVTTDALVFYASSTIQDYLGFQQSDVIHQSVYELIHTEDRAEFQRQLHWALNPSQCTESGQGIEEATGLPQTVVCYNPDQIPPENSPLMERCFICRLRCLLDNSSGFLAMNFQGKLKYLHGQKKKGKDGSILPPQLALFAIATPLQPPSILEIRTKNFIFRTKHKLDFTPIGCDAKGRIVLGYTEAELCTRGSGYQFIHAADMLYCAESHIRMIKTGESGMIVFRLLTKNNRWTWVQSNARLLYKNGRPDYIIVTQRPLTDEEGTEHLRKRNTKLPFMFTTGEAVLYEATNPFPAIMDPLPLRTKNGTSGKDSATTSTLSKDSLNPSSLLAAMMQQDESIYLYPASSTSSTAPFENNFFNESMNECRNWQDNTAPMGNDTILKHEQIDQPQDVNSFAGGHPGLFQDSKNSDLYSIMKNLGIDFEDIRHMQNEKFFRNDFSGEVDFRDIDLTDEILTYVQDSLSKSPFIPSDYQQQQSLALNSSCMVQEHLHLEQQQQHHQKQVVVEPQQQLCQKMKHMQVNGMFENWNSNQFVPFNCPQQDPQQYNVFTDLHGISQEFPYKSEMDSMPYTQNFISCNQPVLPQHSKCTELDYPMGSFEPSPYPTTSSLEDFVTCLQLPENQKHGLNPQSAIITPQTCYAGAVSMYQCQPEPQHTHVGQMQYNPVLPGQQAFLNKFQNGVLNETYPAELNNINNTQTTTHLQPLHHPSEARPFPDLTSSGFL
# CTSL1 counter = counter-screen for PFM18AAP inhibitors: inhibitors of F. hepatica cathepsin L1. recombinant F. hepatica cathepsin L1, Z-Leu-Arg-MCA fluorescence. inhibition, % at 5.96 µM. 300,000 compounds, 0.49% hits;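 active = inhibition above the mean of all tested compounds plus 3 SD, set per screening campaign, cut at about 17% in these data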;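 also: 0% = plate median of test compound wells and 100% = 1 µM Z-Phe-Ala-diazomethylketone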
# TPT1 inh = C. albicans TPT1 enzyme inhibition. recombinant caTPT1, FP RNA substrate dephosphorylation. inhibition, % at 5 µM. 300,000 compounds, 0.81% hits;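 active = inhibition above the mean of all tested compounds plus 3 SD, set per screening campaign, cut at about 24% in these data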;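 also: plate controls were DMSO alone for no effect and ferristatin control at 100 nM for full effect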
# core dimer inh = HCV core protein dimerization inhibition. TR-FRET GST/Flag-core106 dimerization, 1536-well. inhibition, % at 5 µM. 300,000 compounds, 0.33% hits;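 active = inhibition above the mean of all tested compounds plus 3 SD, set per screening campaign, cut at about 45% in these data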
#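 System – GST-tagged and Flag-tagged HCV core protein residues 1-106 · Repeats – one well for each compound · Technique – TR-FRET 671 and 617 nm emission · Doses – one concentration, 5 µM, in 0.5% DMSO · Times – 4 h, 22.5 °C incubation · Also added – Eu donor and XL665 acceptor anti-tag antibodies · Measure – percent inhibition of core106 dimerization signal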
# Starred values were filed as active, the others as inactive; · = no result given. Rows are unselected. About 5.6% of those tested had a hit in this group.
SMILES,PP5 inh,proCasp7 act,PP1 inh,PAFAH2 FP inh,procasp3 activ,AHR act,CTSL1 counter,TPT1 inh,core dimer inh
O=C(NCCN1CCOCC1)C1CCC(CNS(=O)(=O)c2ccc(Cl)cc2)CC1 (stereo not drawn),2.0,-4,1,1,6,-1,-1,1,0
O=C(O)c1ccc(-n2cccn2)nc1,1.2,0,-3,2,-7,-1,-3,0,2
COC(=O)c1cc(C)sc1NC(=O)c1cccnc1,5.6,-1,-13,-1,3,14,-2,0,-6
O=C(CN1C(=O)C2C3C=CC(C4CC34)C2C1=O)OCC(=O)c1ccccc1 (stereo not drawn),-0.8,-3,-3,1,4,0,1,0,-3
CC(C)OC(=O)CSc1nnc(-c2ccccn2)n1C,2.0,-2,0,4,-1,-6,-2,1,-4
O=C(NC1CC(=O)N(c2cccc(F)c2)C1)C(=O)c1c[nH]c2ccccc12 (stereo not drawn),7.7,14,-1,-2,2,3,1,-1,-1
CCC(=O)N1CCc2cc(S(=O)(=O)CCC(=O)NCc3cccs3)ccc21,-0.2,2,-4,0,7,1,0,-3,1
COc1ccc(CNC(=O)c2cc(COc3c(F)cccc3F)on2)cc1OC,0.7,6,-5,-11,-7,-2,0,-1,6
O=C(O)C1=C[C@@H](c2ccc(Br)cc2)C[C@@H](OCc2ccc(CO)cc2)O1,2.0,-13,1,-1,-1,2,-2,-3,-6
O=C1CN(C(=O)COC(=O)CCNS(=O)(=O)c2ccc(Cl)cc2)c2ccccc2N1,0.8,9,-4,11,4,2,-19,-1,-1
Cc1ccc(-n2c(O)cnc2Nc2nc(C)cc(C)n2)cc1,0.8,2,1,9,1,14,2,-1,1
COC(=O)C1=C(C(=O)OC)[C@@H]2N(C)c3ccccc3[C@@]23C[C@@H](C(=O)OC)N(C(=O)c2ccc(Br)cc2)C3=N1,3.9,-8,-4,-5,4,0,3,0,9
FC(F)(F)c1cc(-c2cccs2)nc(NCc2ccco2)n1,0.6,-18,2,3,-13,9,-3,5,12
OCCOCCOc1ccc(-c2nn[nH]n2)cc1,0.9,13,-2,-5,0,3,0,1,0
O=C(COC(=O)CCC(=O)c1cccs1)Nc1ccccc1C(F)(F)F,·,-2,·,7,4,0,·,·,·

# 5 entries drawn at random from the list so far:
SMILES,PP5 inh,proCasp7 act,PP1 inh,PAFAH2 FP inh,procasp3 activ,AHR act,CTSL1 counter,TPT1 inh,core dimer inh
COc1ccc(CNC(=O)c2cc(COc3c(F)cccc3F)on2)cc1OC,0.7,6,-5,-11,-7,-2,0,-1,6
CCC(=O)N1CCc2cc(S(=O)(=O)CCC(=O)NCc3cccs3)ccc21,-0.2,2,-4,0,7,1,0,-3,1
CC(C)OC(=O)CSc1nnc(-c2ccccn2)n1C,2.0,-2,0,4,-1,-6,-2,1,-4
COC(=O)C1=C(C(=O)OC)[C@@H]2N(C)c3ccccc3[C@@]23C[C@@H](C(=O)OC)N(C(=O)c2ccc(Br)cc2)C3=N1,3.9,-8,-4,-5,4,0,3,0,9
OCCOCCOc1ccc(-c2nn[nH]n2)cc1,0.9,13,-2,-5,0,3,0,1,0

# The results go on.
SMILES,PP5 inh,proCasp7 act,PP1 inh,PAFAH2 FP inh,procasp3 activ,AHR act,CTSL1 counter,TPT1 inh,core dimer inh
CC1=C(C#N)C(c2ccoc2)C(C(=O)OCc2ccccc2)=C(N)S1 (stereo not drawn),5.5,10,0,3,5,8,-2,0,3
COc1ccc(NC2CC(=O)N(c3ccc(C(=O)O)cc3)C2=O)cc1 (stereo not drawn),-2.5,1,-1,1,-1,-1,0,-2,-2
COc1ccc(NC(=O)C(c2ccc(OC)cc2)N(C)C(=O)CNC(C)=O)cc1 (stereo not drawn),-1.6,-3,-3,2,-2,0,4,-4,-4
Cc1nc(NC(=S)NC(=O)c2ccccc2)sc1C,-0.3,4,-2,1,-1,37,2,1,2
COc1cc(Nc2cc(C)nc3nc(C)nn23)cc(OC)c1OC,2.8,-5,-5,2,2,1,3,-2,-2
N#Cc1ccc(CN2CCN(C(=O)C3CC(=O)N(c4ccccc4F)C3)CC2)cc1 (stereo not drawn),·,7,·,2,2,-1,·,·,·
Cc1ccc2c(c1)N(C(C)C(=O)NCc1ccccn1)C(=O)CO2 (stereo not drawn),-0.1,10,3,8,2,1,0,-5,-2
O=S(=O)(c1ccccc1)c1nc(-c2ccco2)oc1NCc1cccnc1,3.3,-12,-4,-2,-4,5,5,2,3
CN1c2ccsc2C(O)=C(C(=S)Nc2ccccc2)S1(=O)=O,0.9,-14,-3,12,-18,11,4,5,4
O=C(NCc1cccnc1)c1csc2c1CCCC2,4.3,5,-3,-1,-12,13,-8,0,-7
Cc1occc1C(=O)Nc1cccc([N+](=O)[O-])c1,-1.1,10,-3,-3,9,2,-1,0,5
C/C(=N\NC(=O)c1c(C)nc2ccccn12)c1ccccc1F,-0.3,2,-2,-14,7,6,1,-3,-2
COc1ccc(C2N(C(=O)c3ccccc3)CCN2C(=O)c2ccc(C)cc2)cc1 (stereo not drawn),1.7,-1,-2,-1,-2,-3,0,-1,4
CN1C(=O)N(C)C2(c3ccccc3)N(C(C)(C)C)C(=O)NC12c1ccccc1 (stereo not drawn),2.7,6,0,-4,2,-1,1,0,2
COc1ccccc1N1CCN(Cc2cc(=O)c(OCC#N)co2)CC1,-1.0,4,1,4,1,1,1,-2,1
O=C1NC(=O)C2C1C(c1cccs1)NN2Cc1ccccc1 (stereo not drawn),0.8,4,-1,6,0,1,1,2,0
Cc1cc(C)n(C(=O)CNC(=O)c2ccccc2F)n1,1.6,-2,-3,1,7,-2,-5,1,9
O=C(COc1ncnc2scc(-c3ccc(F)cc3)c12)NCc1ccco1,0.1,-19,-4,1,-10,4,-1,7,17
CN1CCN(Cc2nc(Cc3ccccc3)no2)CC1c1ccccc1 (stereo not drawn),0.5,1,-1,0,0,2,7,0,-1
O=C(O)c1ccccc1C(=O)Nc1ccc(Oc2ccc3ccccc3c2)cc1,5.0,-6,0,17,-6,-3,0,-2,9
Cn1nccc1C(=O)OCC(=O)Nc1cccc(Cl)c1,1.7,-6,-1,66*,3,7,·,·,·
COc1ccc(CN(CC2CCCO2)S(=O)(=O)c2ccc(C(=O)O)cc2)cc1OC (stereo not drawn),-1.1,0,0,-1,-2,-1,-3,0,-5
COc1ccccc1-c1nn2c(=O)cc(C)nc2s1,-0.4,6,-2,3,-1,62*,2,2,0
O=C(N/N=C/c1ccc[nH]1)c1ccc(Cl)cc1,0.2,-3,1,-2,9,15,4,-1,2
COc1cc(-c2nc(-c3cccnc3)no2)cc(OC)c1OC,3.8,-1,2,3,-5,27,-3,-4,-8
O=C(CNCc1cccs1)Nc1ccc(S(=O)(=O)N2CCCCC2)cc1,1.5,5,3,-5,-2,1,1,-4,3
CC(=O)N1CCN(C(=O)c2ccc(S(=O)(=O)Nc3ccccc3F)cc2)CC1,2.3,0,-1,-4,-3,0,·,·,·
CCCCCCCNC(=O)C1(CC2CC(c3cccc(Br)c3)=NO2)CCN(C(=O)OC(C)(C)C)CC1 (stereo not drawn),4.0,-2,-3,-3,4,2,1,-3,7
O=C(CNC(=O)c1ccccc1Cl)Nc1ccncc1,0.3,4,1,3,-2,-1,·,·,·
O=C(CSc1nc2ccccc2s1)NCc1ccc2c(c1)OCO2,3.4,-12,0,-1,0,80*,-3,-3,-2
O=C(COC(=O)C1CC(O)CN1S(=O)(=O)c1ccccc1[N+](=O)[O-])c1ccc[nH]1 (stereo not drawn),2.1,4,2,3,1,13,·,·,·
O=C(NCC1CCN(C(=O)c2ccc([N+](=O)[O-])cc2)CC1)C(=O)Nc1ccccc1,2.6,4,-8,-5,0,-3,1,-2,1
CCSc1nc2ccccc2n1CC(=O)O,-2.5,1,-4,-3,-6,-2,-1,-3,0
CCOC(=O)c1c(C)[nH]c(C(=O)NCCc2ccc(OC)c(OC)c2)c1C,1.5,-13,-1,1,4,20,3,-2,-8
COCCOc1ccc(C(F)(F)F)cc1NC(=O)c1ccccc1F,-0.6,-2,-3,-3,3,61*,-2,-3,6
O=C(Nc1ccnn1C1CCN(Cc2cccc(OCCO)c2)CC1)c1cccc(F)c1,0.5,2,-2,-4,2,3,-1,1,3
CC(C)(C)OC(=O)N[C@@H](COCc1ccccc1)C(=O)N[C@@H](CO)[C@H](O)[C@@H]1C[C@@H]1C(=O)NC1CC1,-1.8,-10,3,3,4,0,-3,2,-5
COc1ccc(/C(N)=N/OC(=O)Cc2ccccc2OC)cc1,6.0,7,-3,7,-3,-2,3,-1,-3
Cc1cccc(-c2nc(CS(=O)CC(=O)NC3CCCC(C)C3C)c(C)o2)c1 (stereo not drawn),4.9,0,-1,2,-2,0,1,0,-6
CCn1c(=N)n(CC(=O)C(C)(C)C)c2ccccc21,1.4,1,-2,-2,-1,-1,-3,-5,-3
CCCCC(=O)Nc1ccc(NC(=S)NC(=O)CC(C)C)cc1OC,-0.2,-3,3,-7,-3,13,0,-2,8
CC(C(=O)NCc1ccccc1)N1C(=O)CN(C)C(=O)c2ccccc21 (stereo not drawn),-1.9,13,-4,-8,-5,2,-2,-1,-1
Cc1ccc(N2C(=O)CC(Sc3ncccc3C(=O)O)C2=O)cc1 (stereo not drawn),-1.0,2,0,-3,-2,-3,2,-2,10
CCc1cccc(C)c1NC(=O)C1=C(C(=O)O)CCCC1,5.9,7,-1,4,-1,0,-1,-14,-3
CN1C(=O)c2ccccc2N(C)C1c1cccc(O)c1 (stereo not drawn),-1.6,6,-1,1,7,1,-2,-2,-10
CC1CCN(C(=O)CN2C(=O)NC3(CCCCCC3)C2=O)CC1,2.9,-1,-4,5,1,2,·,·,·
CC(C)c1ccc(N(CCc2ccccn2)C(=O)C(C)(C)C)cc1,1.4,1,0,7,-3,3,3,2,-3
O=C(CSc1nnc(-c2ccc(Cl)cc2)n1Cc1ccco1)Nc1ccc2c(c1)OCCO2,3.9,-5,4,8,-4,13,-2,-1,4
Cc1c(C(=O)OC(C)CCN(C)C)oc2ccccc12 (stereo not drawn),0.3,13,-4,-6,-2,2,-3,-5,0
C=CCNC(=O)c1ccc(-c2nc(-c3ccc(Cl)c(Cl)c3)cs2)cc1,-1.1,8,-4,-11,-6,1,0,4,10
CN1CCN(c2ccc([N+](=O)[O-])cc2C(=O)N2CCCCC2)CC1,0.2,-1,1,1,1,-2,-1,1,5
Fc1cccc(/C=N/Nc2ccc(Cl)nn2)c1,1.0,1,3,3,-4,15,-1,-4,11
CC1(c2nnc(Cc3ccccc3)o2)CC(c2ccc(Cl)cc2)=NO1 (stereo not drawn),0.2,12,-2,2,3,5,-2,-1,-1
O=C(COc1ccc(Cl)cc1)NCc1ccc(F)cc1,1.1,-1,0,-4,5,1,1,1,1
COCC1CCN(Cc2nc(COc3ccccc3)no2)C1 (stereo not drawn),1.1,4,-3,-2,-1,2,2,0,1
Cc1ccc(O)c(NC(=O)c2ccco2)c1,1.2,2,-2,2,-3,11,-2,-1,1
